PTK2B oligo ant = Pyk2 (human) oligomerization antagonism; Q293 cells, Pyk2 FERM NanoBiT luminescence; stronger effect = lower value; z-score (the deposit names both 25 µM and 10 µM); hit rate 0.83% among 99,000;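 active means Z-score of -3 or lower, scaled per plate to the spread of control and sample wells; inactive means z-score above -3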;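 further: negative z-score means lost luminescence so less FERM oligomerization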
Target sequence (Q14289 whole entry, looked up): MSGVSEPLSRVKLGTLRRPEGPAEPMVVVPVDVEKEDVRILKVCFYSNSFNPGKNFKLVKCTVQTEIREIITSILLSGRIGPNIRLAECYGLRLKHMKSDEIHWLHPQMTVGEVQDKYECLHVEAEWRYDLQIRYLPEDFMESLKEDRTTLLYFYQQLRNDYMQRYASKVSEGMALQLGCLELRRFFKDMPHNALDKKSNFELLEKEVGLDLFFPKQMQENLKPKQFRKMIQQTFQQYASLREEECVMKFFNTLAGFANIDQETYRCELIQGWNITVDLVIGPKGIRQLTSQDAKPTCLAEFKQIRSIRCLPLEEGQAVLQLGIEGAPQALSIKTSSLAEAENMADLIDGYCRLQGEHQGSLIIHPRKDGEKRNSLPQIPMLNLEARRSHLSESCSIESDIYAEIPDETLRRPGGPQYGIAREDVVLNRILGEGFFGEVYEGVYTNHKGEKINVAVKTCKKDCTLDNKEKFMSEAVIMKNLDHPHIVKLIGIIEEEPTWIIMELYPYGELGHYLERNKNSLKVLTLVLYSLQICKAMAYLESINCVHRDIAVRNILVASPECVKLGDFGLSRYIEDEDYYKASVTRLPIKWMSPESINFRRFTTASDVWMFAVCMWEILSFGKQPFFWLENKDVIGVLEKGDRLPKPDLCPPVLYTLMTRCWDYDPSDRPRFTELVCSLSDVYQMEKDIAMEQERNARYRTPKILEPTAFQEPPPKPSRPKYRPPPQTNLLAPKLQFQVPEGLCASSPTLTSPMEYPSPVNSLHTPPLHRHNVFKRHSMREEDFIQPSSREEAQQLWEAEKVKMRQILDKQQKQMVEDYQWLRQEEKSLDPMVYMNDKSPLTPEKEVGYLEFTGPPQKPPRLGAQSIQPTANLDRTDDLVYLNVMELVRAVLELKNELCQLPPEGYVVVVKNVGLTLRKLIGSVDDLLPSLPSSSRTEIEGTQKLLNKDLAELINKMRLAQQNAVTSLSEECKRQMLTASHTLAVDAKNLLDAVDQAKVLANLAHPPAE
An asterisk follows results filed as active.

SMILES	PTK2B oligo ant
Cc1sc(NC(=O)c2ccco2)nc1-c1ccc2c(c1)CC(C)N2C(=O)C1CC1 (configuration not stated)	0.31
CN1CCCC(OC(=O)c2cc(Br)ccc2Cl)C1 (configuration not stated)	-0.33
Cc1c(Cl)cccc1NC(=O)CCN1CCCC(C)C1 (configuration not stated)	0.21
CCOC(=O)N1CCC(NC(=O)CC(NS(=O)(=O)c2ccc(Cl)cc2)c2ccco2)CC1 (configuration not stated)	-0.04
O=C(c1ccc(Cl)cc1Cl)C1(n2cncn2)Oc2ccccc2C1O (configuration not stated)	-1.4
O=C(NC(=S)N1CCN(c2ccccn2)CC1)c1ccccc1	0.15
Cc1ccc(CN(CC2CCCO2)C(=O)CN2C(=O)C(C(C)C)Oc3ccccc32)o1 (configuration not stated)	1.1
CCc1cc2ccccc2nc1SCC(=O)Nc1cc(OC)c(OC)cc1C(=O)O	0.52
Cn1ccnc1C(O)c1ccc(OCc2ccccc2)cc1 (configuration not stated)	-0.07
COc1ccc(CC(=O)c2ccc(OC)c(OC)c2C)cc1OC	1.9
Cc1cc(C)c2nc(SCC#N)cc(C)c2c1	-0.82
COC(=O)c1sc(NC(=O)CCCn2nc([N+](=O)[O-])cc2C)c(C(=O)OC)c1C	0.1
Cc1cc(Cl)cc(C)c1OCCCCn1ccnc1	-0.39
Cc1ccc2cc(CN(Cc3nnnn3C3CCCC3)C3CCCCC3)c(=O)[nH]c2c1C	-0.41
CCOC(=O)c1ccc(NC(=O)Oc2ccccc2)cc1	-0.69

Some of these compounds in order of their number in PTK2B oligo ant, high to low:
Compound,PTK2B oligo ant
Cc1sc(NC(=O)c2ccco2)nc1-c1ccc2c(c1)CC(C)N2C(=O)C1CC1 (configuration not stated),0.31
CCOC(=O)N1CCC(NC(=O)CC(NS(=O)(=O)c2ccc(Cl)cc2)c2ccco2)CC1 (configuration not stated),-0.04
Cc1cc(Cl)cc(C)c1OCCCCn1ccnc1,-0.39

Next structures follow.
SMILES	PTK2B oligo ant
Clc1cncc(Cl)c1NNc1c2ccccc2nc2ccccc12	-0.9
NC(=O)Cn1cnc(-c2ccccc2)c1	0.65
Cc1nn(-c2ccccc2)c2sc(C(=O)c3c(N)n(C)c(=O)n(C)c3=O)cc12	-0.43
Cc1nnc(SCCN2CCOCC2)c2nn(-c3ccccc3F)c(C)c12	2.3
Cc1cc(C)nc(SCC(=O)Nn2cnnc2)n1	0.48
Cc1c2cnn(-c3ccccc3)c(=O)c2c(C)n1CCCC(=O)N1CCN(c2ncccn2)CC1	0.58
Cc1c(Cl)cccc1N(CC(=O)N1CCCCCC1)S(C)(=O)=O	-0.59
CCn1c(SCc2ccc(Cl)c(Cl)c2)nnc1C(C)NC(=O)c1ccc(OC)cc1 (configuration not stated)	-0.29
CC1CC(=O)N(CC(=O)N2CCCC2)c2ccccc2S1 (configuration not stated)	-0.27
O=C(NCc1ccco1)c1cc(-c2cccnc2)nc2ccccc12	0.08
O=C1Nc2ccccc2C(O)(C(=O)N2CCCCC2)N1c1ccccc1 (configuration not stated)	0.26
COc1cc(OC)c(Cl)cc1N	-0.15
C/C(=N\NC(=O)c1csc(C)c1C)c1ccc(C)s1	0.59
Clc1ccc(SCCn2ccnc2)cc1	1.7
COc1ccc(N2C(=O)C(CC(=O)O)S/C2=C\C(C)=O)cc1 (configuration not stated)	-0.22
CCN(CC)c1ncnc2sc(C(=O)N3CCN(c4ccccc4)CC3)c(C)c12	1.7
O=C(C1CC1)N1CCc2cc(Br)cc(S(=O)(=O)NCCCN3CCCC3)c21	0.4
O=C(Nc1ccccn1)c1onc2c1CCCC2	-0.49
O=S(=O)(c1cc(C(F)(F)F)ccc1Cl)N1CCCCCC1	-0.48
Cc1cc(=O)oc(C)c1C(=O)n1nc(C)c2c1C[C@@H]1[C@H]2C1(C)C	-0.6
CC1CCCC(C)N1C(=O)CSc1nnc(C2CCCCC2)o1 (configuration not stated)	0.48
Cc1ccc(NS(=O)(=O)c2ccc(CCC(=O)O)cc2)cc1	-0.13
Cc1cc(/C=C(\C#N)c2nc3ccccc3[nH]2)c(C)n1C	-1
CC1(C)CC(=O)CC(=Nc2ccc3[nH]c(=O)[nH]c3c2)C1	-0.46
O=C(C1CC1)N1CCc2cc(Br)cc(S(=O)(=O)NCc3ccccn3)c21	0.75
C1=C(N2CCOCC2)/C(=C/c2nc3ccccc3[nH]2)CC1	-0.06
Cn1c(N2CCN(c3ccccn3)CC2)nc2c1c(=O)n(Cc1ccc(Cl)cc1)c(=O)n2C	-0.99
C/C(=N\NC(=O)C(C)n1nc(C)c([N+](=O)[O-])c1C)c1ccccc1O (configuration not stated)	-0.03
COc1ccccc1NS(=O)(=O)c1ccc(Cl)cc1	-1.3
Fc1ccc2c(Cl)c(-c3nnc(-c4cccs4)o3)sc2c1	-0.43
COc1cccc(-c2cc(C(=O)Nc3cc(C)n(Cc4ccc(Cl)cc4)n3)no2)c1	0.75
Cc1ccc(Cn2nnc(C(=O)Nc3cccc(C)c3C)c2N)cc1	-0.11
COc1cc(C2C3C(=O)N(c4ccccc4)C(=O)C3ON2c2ccccc2)ccc1O (configuration not stated)	-1.1
C/C(=N/OCO/N=C(/C)c1ccc(F)cc1)c1ccc(F)cc1	-0.67
CCOC(=O)c1[nH]c(C)c(C(=O)NCCCOC(C)C)c1C	0.63
CC(=O)Oc1c(C(=O)c2nnc(C)o2)c(=O)n(Cc2ccccc2)c2ccccc12	0.7
COc1ccc(OC)c(CN2CCN(c3ccccc3OC)CC2)c1	-0.8
O=C(c1cccc(C(=O)N2CCc3ccccc32)n1)N1CCc2ccccc21	-0.55
COc1ccccc1C1CC(c2ccco2)=NN1c1ccccc1 (configuration not stated)	0.06
C=CCN1C(=O)C2C(C(=O)NC)C3C=CC2(O3)C1C(=O)NCc1ccc(OC)cc1 (configuration not stated)	0.2
O=C(CN1CCc2ccccc2C1)Nc1cc(S(=O)(=O)N2CCOCC2)ccc1N1CCCC1	0.04
CCN1CCN(C(=O)c2ccccc2N(Cc2ccccc2)S(C)(=O)=O)CC1	2.6
CN(C1=C(N2CCOCC2)C(=O)c2ccccc2C1=O)c1ccccc1	-0.63
CCCCCNC(=O)Cc1ccc(OC)cc1	0.38
Clc1cccc(-c2cc3nc4c(c(N5CCOCC5)n3n2)CCCC4)c1	-2.8
Cn1ncc(N)c1C(=O)Nc1cccc(C(F)(F)F)c1	0.44
O=C(CN(C(=O)CCC(=O)Nc1ccccn1)c1ccc2c(c1)OCCO2)NCCc1ccccc1	-0.2
Cc1csc(NC(=O)c2nc(-c3ccccc3)n(-c3ccccc3)n2)n1	-1.9
COc1cccc(-n2c(C)nnc2SCC#N)c1	0.07
Cn1c(=O)oc2cc(S(=O)(=O)NCc3ccncc3)ccc21	1
Cn1c(=O)c2c(nc(NCCCO)n2CCc2ccccc2)n(C)c1=O	0.79
COC(=O)NNC(=S)NCc1ccccc1	1.1
COCCn1c(-c2ccco2)nc2nc3ccccc3nc21	-0.75
Cc1ccc(NC(=S)N(C)Cc2cn(C)c3ccccc23)cc1	-0.08
O=C(NCCNC(=O)c1ccco1)c1cccc(F)c1	0.26
O=C(NCCN1CCCCC1)c1c(O)c2ccccc2[nH]c1=O	-0.54
COc1ccc(CCN2C(=O)CC(NNC(=O)c3ccc(F)cc3)C2=O)cc1OC (configuration not stated)	0.76
CCOc1ccccc1C(=O)NCC(=O)OCC(=O)NCCc1ccc(S(N)(=O)=O)cc1	0.82
COc1cccc(N2CCN(C(=O)C3C4C=CC5(CN(Cc6ccccc6Cl)C(=O)C35)O4)CC2)c1 (configuration not stated)	0.83
Cc1ccc(NS(=O)(=O)c2cc(NC(=O)C(C)Oc3ccccc3)ccc2C)c(C)c1 (configuration not stated)	-1.1

The listing continues.
SMILES	PTK2B oligo ant
Cc1cc(-c2ccccc2)nn1-c1nc2c(c(=O)[nH]c(=O)n2C)n1C	0.77
Cc1cc(NC(=O)c2noc3c2CCCC3)no1	-0.04
CCOC(=O)c1c(C)c(C(=O)NC2CCCCCC2)c(C)n1C	0.59
Nc1ncnc2nc(SCCc3ccccc3)[nH]c12	0.22
COC(=O)Cn1c(CCS(=O)(=O)c2ccc(C)c(C)c2)nc2ccccc21	0.29
CCCCN(C)c1ccc([N+](=O)[O-])cc1	-0.3
COc1ccc(OCC(O)COc2ccc(OC)cc2)cc1	-0.38
CCn1c(-c2cc(OC)ccc2OC)csc1=Nc1c(C)n(C)n(-c2ccccc2)c1=O	0.06
Cc1onc(-c2ccccc2)c1C(=O)Nc1ccc2c(C)cc(=O)oc2c1	-0.58
COc1cc(C(=O)Nc2cc(-c3ccccc3)[nH]n2)cc(OC)c1OC	-0.23
Cc1cccc2c3nc4ccccc4nc3n(CCCN3C(=O)c4ccccc4C3=O)c12	0.05
O=C(CSc1ncccc1-c1nc2ccccc2[nH]1)Nc1ccc2c(c1)OCCO2	-1.6
Fc1cccc(CSc2ccc(-c3ccc4c(c3)OCO4)nn2)c1	1.7
Cc1nc(CSc2nnc(Nc3cccc(C)c3C)s2)cs1	-0.18
CCOC(=O)C1CCN(C(=O)CCc2nc3ccccc3[nH]2)CC1	1.3
O=S1(=O)CC(O)C(Nc2ccccc2Cl)C1 (configuration not stated)	1.1
Cc1cc(=O)[nH]c(Nc2ccc(C(=O)OC(C)C)cc2)n1	-0.06
O=C(O)c1cc([N+](=O)[O-])ccc1Nc1ccccc1	0.08
CC(=NCCN1CCOCC1)C1=C(O)c2ccccc2C1=O	0.33
Cc1cc(C)c(C2C3=C(Nc4c2c(C)nn4-c2ccccn2)c2ccccc2C3=O)c(C)c1 (configuration not stated)	1.3
COCCCNC(=O)COc1ccc(Cl)c(C)c1	0.58
CCCn1nc(NS(=O)(=O)c2ccccc2)c2cc3ccccc3nc21	0.06
Cc1ccc(NC2=NCC(=O)N2Cc2ccc3c(c2)OCO3)cc1	0.35
CS(=O)(=O)N(Cc1ccccc1)c1ccc(C(=O)NCCSc2ccccn2)cc1	0.42
O=C(CCc1nc2ccccc2c(=O)[nH]1)NC1CCN(Cc2ccccc2)CC1	1.6
COC(=O)CCN(C(=O)C1C2CC3CC(C2)CC1C3)c1ccccn1 (configuration not stated)	-0.88
O=C(CCN1C(=O)C2CC=C(Cl)CC2C1=O)Nc1ccccc1O (configuration not stated)	-1.1
O=C(NNS(=O)(=O)c1ccccc1)c1cccs1	1.4
CCn1c(SCC(=O)NC2CCCc3ccccc32)nnc1-c1ccncc1 (configuration not stated)	-0.16
CCCn1c(CNC(=O)Cc2ccccc2)nc2ccccc21	0.64
COC(=O)c1ccc(-c2sc3nc(N4CCOCC4)c4c(c3c2N)CC(C)(C)OC4)o1	-0.53
Cc1ccc(Cn2nnc3c(=O)[nH]c(C4CCN(S(=O)(=O)c5ccc(F)cc5)CC4)nc32)cc1	2
CCc1ccc(OCc2ccc(C(=O)NCc3ccccn3)o2)cc1	1.4
COc1cccc(C(=O)Cn2c(Br)nc3c2c(=O)n(C)c(=O)n3C)c1	0
CSc1ccc(/C=N/NC(=O)c2sccc2C)cc1	0.9
Cn1c(CSc2nc3ccccc3s2)nnc1SCC(=O)NCCN1CCOCC1	1.4
CCS(=O)(=O)N1CCN(C(C)CCc2ccccc2)CC1 (configuration not stated)	0.46
CCCc1nc2oc3c(NCCN4CCOCC4)ncnc3c2c2c1CCCC2	-0.04
COc1ccc(N(CC(=O)Nc2cccc(C(C)=O)c2)S(C)(=O)=O)cc1OC	-0.63
COc1ccc(OC)c(N(CC(=O)Nc2ccc3c(c2)OCCO3)S(C)(=O)=O)c1	-1.4
CC1(C)Cc2c(C#N)c(SCCC#N)nc(N3CCOCC3)c2CS1	-0.76
COC(=O)c1ccc(CSc2ncnc3sc(C)c(C)c23)o1	-0.67
Cc1ccc(NC2=C(NC(=O)c3ccccc3)C(=O)c3ccccc3C2=O)cc1Cl	-1.8
CCCC(OC(=O)CN1C(=O)COc2ccccc21)C(=O)NC1CCCC1 (configuration not stated)	0.68
C=CCn1c(SCC(=O)Nc2ccc3c(c2)CCC3)nnc1-c1cccs1	-1.9

Some of the entries so far, field by field:
SMILES: Cc1ccc(Cn2nnc3c(=O)[nH]c(C4CCN(S(=O)(=O)c5ccc(F)cc5)CC4)nc32)cc1
  PTK2B oligo ant: 2
SMILES: CCc1ccc(OCc2ccc(C(=O)NCc3ccccn3)o2)cc1
  PTK2B oligo ant: 1.4
SMILES: COc1cccc(C(=O)Cn2c(Br)nc3c2c(=O)n(C)c(=O)n3C)c1
  PTK2B oligo ant: 0
SMILES: CSc1ccc(/C=N/NC(=O)c2sccc2C)cc1
  PTK2B oligo ant: 0.9

Further results
SMILES	PTK2B oligo ant
COc1cccc(NC(=O)CN(c2cccc(C(F)(F)F)c2)S(C)(=O)=O)c1	-0.32
Cc1cc(=O)n2nc(N3CCCC3C(=O)NCc3ccccn3)sc2n1 (configuration not stated)	0.86
COC(=O)c1ccc(CSc2nc3ccccc3c(=O)n2-c2cccc(OC)c2)o1	-0.92
CCC(C(=O)NC1CCCC1)N(C(=O)Cn1nnc(-c2ccc(C)o2)n1)C(C)(C)C (configuration not stated)	0.73
CS(=O)(=O)N1CCCC(C(=O)NCc2ccc(F)cc2)C1 (configuration not stated)	1.3
O=C(O)c1cc(-c2ccc3c(c2)OCO3)nc2ccccc12	1
COC(=O)c1ccc(CSc2nc3sc4c(c3c(=O)n2C)CCCC4)o1	0.92
C=CCN1C(=O)S/C(=C\c2ccc3c(c2)n(C)c(=O)n3C)C1=O	-0.75
COc1ccc(C(=O)Nc2cc(Cl)ccc2Cl)c(OC)n1	0.28
O=C(Cc1coc(-c2ccc(F)cc2)n1)NC1CCCCC1	0.62
CCN1C(=O)CC(c2ccco2)Sc2ccccc21 (configuration not stated)	0.02
CN(C)c1ccc(NC(=O)c2cccc(N3C(=O)CCC3=O)c2)cc1	-0.77

This is a subset, so the mix of outcomes need not match the whole.
